# Compound activity as filed in PubChem.
# MBNL1 CUG block: blocks human MBNL1 binding to CUG repeat RNA. Q9NR56. TR-FRET MBNL1-His/biotin-(CUG)12 binding, 665/545 ratio. Potency, µM (titrated, usually from 57.5 µM), for the others: at the top dose activity change, negative = inhibition, actives largely listed as inhibitors. 280,000 compounds, 0.036% hits. AID 2675; active = well fitted inhibition curve with a large enough effect in the signal ratio, with a control signal flat, not every such curve was filed as active; inconclusive = small, poorly fitted or top-dose-only effect, or effect the other way, or a change in a side signal; inactive = no such curve, though single readings can be large or run the other way; the % refers to the signal ratio; note: % is set by controls: 0 for no effect and ±100 for the full control effect
#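 TR-FRET between His-tagged MBNL1 and biotin-(CUG)12 RNA, detected with Tb anti-His antibody (0.055 ng/ul) and streptavidin-XL665 (5 nM), 60 min at room temperature. Compounds titrated 92 nM to 58 uM; 665/545 nm ratio normalized to buffer and complex controls.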
# Rab9 promoter act: activates the Rab9 promoter; Huh7 Rab9 promoter-luciferase reporter, luminescence, 24 h; Potency, µM (series often up to 9.22 µM), inactives show at the top dose activation, negative = inhibition, hits mostly activators; 320,000 compounds, 2.8% hits; note: % of control where 0% means no effect; nearly all actives have a fitted effect of over 60% in size
#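 Cells were plated at 1500 per well in reduced-serum medium with 10% FBS and left 2 h. Compound in DMSO was then added for 24 h at 37 °C. Reporter signal was read by luminescence after 10 min with luciferase detection reagent.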
# NPC1 prom act: NPC1 promoter activation | Huh7 NPC1 promoter luciferase reporter, 24 h | Potency, µM (series often up to 9.22 µM), for inactives: top-dose activation, usual class: activators | 320,000 compounds, 2.4% hits | AID 485313;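 note: % of control where 0% means no effect; nearly all actives have a fitted effect of over 60% in size; reporter is driven by a mutant NPC1 promoter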
#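 Luciferase expression driven by the NPC1 promoter was measured in stably transfected Huh7 cells after a 24 h compound incubation, using a luciferase reagent and a luminescence read.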
# ELG1 genotoxic: inducers of genotoxicity in HEK293T ELG1-luciferase cells. AID 504466. 330,000 compounds, 1.3% hits. Potency, µM (top dose mostly 46 µM), for the others: at the top dose activity change, positive = activation, most hits filed as activators. HEK293T ELG1-luciferase reporter, luminescence, 16 h; note: % of control where 0% means no effect; nearly all actives have a fitted effect of over 60% in size
#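 After overnight (16 hr) compound treatment at 37 °C, ELG1-luciferase HEK293T cells were lysed with ONE-Glo; luminescence quantified 30 min later at room temperature.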
# uPA surface inh: cell surface uPA generation inhibition | cell surface uPA generation assay, qHTS | AID 540303 | 330,000 compounds, 0.31% hits | Potency, µM (doses to about 38.3 µM), for inactives: at the highest dose activity change, negative = inhibition, hits mostly inhibitors; active = well fitted inhibition curve with a large enough effect; inconclusive = small, poorly fitted or top-dose-only effect; inactive = no such curve, though single readings can be large or run the other way; tested in mouse RAW 264.7 cells; note: % is set by controls: 0 for no effect and ±100 for the full control effect; nearly all actives have a fitted effect of over 55% in size
# BRCA1 expr act: increases BRCA1 expression. MCF7-BRCA1-FFLuc reporter, luminescence, 48 h; response scale: scaled: vehicle 0%, 10 µM genistein 100%. Potency, µM (series often up to 46.1 µM), for inactives: at the highest dose activation, hits mostly activators. 380,000 compounds, 1.1% hits. AID 624202; note: nearly all actives have a fitted effect of over 80% in size; some results filed as inactive show a strong effect at the top dose
#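 MCF7-BRCA1-FFLuc cells, 2000/well in phenol-red-free MEM, attached 2 h then treated 48 h at 37 C. Luciferase luminescence read 15 min after reagent; normalized to genistein maximum activation (10microM) and DMSO, concentration-response fitted.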
# RORg inh: blocks mouse ROR gamma transcriptional activity. P51450. Drosophila S2 Gal4-RORgamma UAS-luciferase reporter, 20 h. Potency, µM (series often up to 53.6 µM), for inactives: at the highest dose activity change, negative = inhibition, actives largely listed as inhibitors. 310,000 compounds, 5.4% hits. AID 2551; note: % is set by controls: 0 for no effect and ±100 for the full control effect; nearly all actives have a fitted effect of over 60% in size
# Target sequence (P51450 whole entry, looked up, the tested form may be a part): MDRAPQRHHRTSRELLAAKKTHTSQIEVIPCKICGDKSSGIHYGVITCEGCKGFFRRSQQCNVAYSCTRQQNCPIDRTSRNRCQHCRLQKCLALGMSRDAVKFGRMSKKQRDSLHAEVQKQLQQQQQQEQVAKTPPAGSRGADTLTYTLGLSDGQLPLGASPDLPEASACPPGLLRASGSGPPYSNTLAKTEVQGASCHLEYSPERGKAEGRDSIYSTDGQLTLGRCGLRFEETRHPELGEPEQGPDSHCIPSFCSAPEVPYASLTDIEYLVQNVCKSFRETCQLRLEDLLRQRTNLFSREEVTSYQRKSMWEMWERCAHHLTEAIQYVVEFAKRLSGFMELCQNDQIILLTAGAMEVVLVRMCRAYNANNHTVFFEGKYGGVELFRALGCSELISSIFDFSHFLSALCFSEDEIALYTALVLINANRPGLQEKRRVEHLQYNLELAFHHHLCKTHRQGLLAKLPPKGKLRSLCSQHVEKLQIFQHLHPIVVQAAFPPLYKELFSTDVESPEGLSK
#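 A Gal4/UAS one-hybrid system in insect cells: metallothionein-promoter Gal4–ROR gamma fusion plus Photinus luciferase reporter. Copper sulfate 700 uM final, 20 hr ambient incubation, luminescent detection after 10 min with reagent.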
# p53 reactivator: restores transcriptional activity of mutant p53; H1299 p53-A138V BP100-luciferase reporter, luminescence, 24 h; Potency, µM (titrated, usually from 92.2 µM), for the others: at the top dose activity change, positive = activation, hits mostly activators; 320,000 compounds, 0.063% hits; note: % of control where 0% means no effect; nearly all actives have a fitted effect of over 45% in size
#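 H1299 (p53-null), stable ts p53-A138V + BP100-Luc; 1000 cells/well, Opti-MEM/10% FBS; cpd 4 pt, 1:5; 24 h, 37 deg C, 5% CO2; detection reagent 10 min RT; luminescence.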
# FLuc counter: counter-screen for miR-21 project: firefly luciferase inhibitors or activators; purified FLuc, Km substrates, luminescence inhibition; Potency, µM (doses to about 57.5 µM), for the others: at the top dose activity change, negative = inhibition, hits mostly inhibitors; 360,000 compounds, 6.9% hits; AID 588342;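 note: plate controls were vehicle for no effect and reference inhibitor for full effect; nearly all actives have a fitted effect of over 55% in size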
# Target sequence (P08659 whole entry, looked up): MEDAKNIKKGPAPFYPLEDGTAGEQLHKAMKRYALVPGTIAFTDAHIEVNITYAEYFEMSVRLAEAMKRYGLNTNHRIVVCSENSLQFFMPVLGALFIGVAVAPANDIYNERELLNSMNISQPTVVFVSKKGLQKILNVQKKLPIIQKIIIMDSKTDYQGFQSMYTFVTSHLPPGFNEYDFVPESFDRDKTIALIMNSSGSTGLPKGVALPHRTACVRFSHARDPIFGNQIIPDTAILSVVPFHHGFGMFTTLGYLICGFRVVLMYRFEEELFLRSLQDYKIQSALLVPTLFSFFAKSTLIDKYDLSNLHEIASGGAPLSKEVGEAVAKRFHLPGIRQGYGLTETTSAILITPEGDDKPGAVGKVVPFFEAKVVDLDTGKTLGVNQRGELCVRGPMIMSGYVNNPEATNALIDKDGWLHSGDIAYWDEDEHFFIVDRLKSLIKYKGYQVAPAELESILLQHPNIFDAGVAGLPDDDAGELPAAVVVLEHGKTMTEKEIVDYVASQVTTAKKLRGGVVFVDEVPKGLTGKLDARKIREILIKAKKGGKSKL
#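 Purified P. pyralis luciferase, 10 nM final, with Km-level 10 uM D-luciferin and 10 uM ATP in 50 mM Tris acetate pH 7.5, 10 mM Mg acetate, 0.01% Tween-20, 0.05% BSA; 6-point qHTS titration about 60 µM downward; luminescence read.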
# Gal4-VP16 FLuc: Gal4-VP16 reporter inhibition counter-screen | Potency, µM (top dose mostly 53.6 µM), for the others: at the highest dose activity, negative = inhibition, hits mostly inhibitors | Drosophila S2 Gal4-VP16 UAS-luciferase, luminescence, 20 h | 310,000 compounds, 3.5% hits;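 note: Gal4-VP16 expression switched on by copper sulfate through the metallothionein promoter; % is set by controls: 0 for no effect and ±100 for the full control effect; nearly all actives have a fitted effect of over 50% in size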
# * marks the source's active call; other numbers are inactive results; ? = inconclusive; · = no result given; [ ] = another dose, or the depositor's remark. Unless noted, calls come from the whole dose curve; as a rule, active = well fitted curve in the direction sought with a large enough effect; inconclusive = small, poorly fitted or top-dose-only effect, or another doubt; inactive = no such curve, though single readings can be large; an effect the other way counts as inactive or inconclusive. Potency is the fitted concentration of half-maximal effect.
# Values run as follows: MBNL1 CUG block	Rab9 promoter act	NPC1 prom act	ELG1 genotoxic	uPA surface inh	BRCA1 expr act	RORg inh	p53 reactivator	FLuc counter	Gal4-VP16 FLuc
> O=C(CSc1nnnn1-c1cccc2ccccc12)N1CCOCC1
    9%	-2%	1%	-3%	3%	-16%	6%	7%	4%	0%
> CC1CC(=O)NN1C(=O)c1ccccc1 (stereo not given)
    ·	-3%	0%	-2%	-1%	3%	-12%	-2%	-2%	-2%
> CCc1nnc(NC(=O)c2ccc3c(=O)n4c(nc3c2)CCCCC4)s1
    -3%	27%	13%	6%	-2%	50%	1%	3%	27µM*	5%
> CC(C)=CCN1CCN(Cc2cnc(N3CCCC3)s2)CC1CCO (stereo not given)
    -16%	8%	-1%	-2%	0%	-11%	-1%	-2%	-1%	3%
> CN(CC(=O)Nc1ccc(F)cc1)C(=O)C1CCN(C(=O)Nc2ccccc2)CC1
    ·	-1%	-4%	0%	1%	6%	·	4%	9%	·
> CC1CCCCN1Cc1c(C#N)c2ccccc2n1C (stereo not given)
    5%	·	·	·	1%	-11%	-34%	·	2%	15%
> CC(C)NC(=O)COC(=O)c1ccccc1C(=O)c1ccccc1
    1%	0%	-1%	-2%	-45%	-34%	0%	1%	-2%	-10%
> O=C(CSc1nc(=O)n2ccccc2n1)NCCc1ccccc1
    ·	-3%	0%	2%	2%	-17%	·	1%	0%	·
> C=CCOc1cccc(C(=O)/C=C2/C(=O)Nc3ccccc32)c1
    -9%	-4%	-6%	18%	?	-46%	13µM*	-15%	7.6µM*	?
> Cc1ccc(CNC(=O)c2sccc2-n2cccc2)cc1
    15%	5%	-2%	1%	-2%	-24%	20%	-5%	-19%	15%

# Overlap with the part before: 2 compounds, followed by the next part.
# Values run as follows: MBNL1 CUG block	Rab9 promoter act	NPC1 prom act	ELG1 genotoxic	uPA surface inh	BRCA1 expr act	RORg inh	p53 reactivator	FLuc counter	Gal4-VP16 FLuc
> C=CCOc1cccc(C(=O)/C=C2/C(=O)Nc3ccccc32)c1
    -9%	-4%	-6%	18%	?	-46%	13µM*	-15%	7.6µM*	?
> Cc1ccc(CNC(=O)c2sccc2-n2cccc2)cc1
    15%	5%	-2%	1%	-2%	-24%	20%	-5%	-19%	15%
> Cc1nnc(SCC(=O)Nc2ccccc2F)n1-c1ccc(F)cc1
    6%	-15%	-4%	2%	-6%	-22%	12%	3%	-2%	-5%
> CCc1nnc(NC(=O)CCC(=O)NCc2ccc(OC)cc2)s1
    ·	0%	0%	-3%	0%	-7%	-1%	8%	-2%	5%
> O=S(=O)(/C=C/c1ccccc1)N1CCN(c2cccc(Cl)c2)CC1
    -5%	-3%	-1%	-1%	·	-9%	9%	0%	0%	1%
> CCOC(=O)C1=C(N)Oc2cc(O)ccc2C1c1ccc(F)cc1F (stereo not given)
    6%	-1%	-9%	-1%	13%	-3%	-6%	·	0%	?
> Cc1cc(N2C(=O)C(O)=C(C(=O)c3ccco3)C2c2cccnc2)no1 (stereo not given)
    13%	-6%	-5%	2%	·	·	0%	6%	-3%	5%
> O=C(c1[nH]ncc1-c1ccc(Cl)cc1)C1CO1 (stereo not given)
    ·	1%	-3%	-1%	-13%	-20%	?	-13%	-11%	-27%
> CC(=O)N/C(=C\c1ccccc1)C(=O)N1CCOCC1
    -10%	-1%	-4%	5%	1%	18%	-5%	2%	-2%	-13%
> CCCC1C(=O)N(c2ccccc2)C1c1ccccc1 (stereo not given)
    6%	0%	-6%	2%	2%	-25%	11%	1%	5%	-2%
> CCC(C(=O)O)n1nnc(-c2ccc(OCc3ccccc3)c(OC)c2)n1 (stereo not given)
    0%	15%	-2%	-2%	·	·	·	·	6%	·
> O=C(c1cc(-c2ccc(O)cc2)on1)N1CCCC1
    2%	0.4µM*	0.45µM*	4.6µM*	-8%	?	?	?	6µM*	-29%

# Sorted by the number under p53 reactivator (rising): 4 from the list above.
Structure | p53 reactivator
CC(C)=CCN1CCN(Cc2cnc(N3CCCC3)s2)CC1CCO (stereo not given) | -2%
CC(C)NC(=O)COC(=O)c1ccccc1C(=O)c1ccccc1 | 1%
Cc1nnc(SCC(=O)Nc2ccccc2F)n1-c1ccc(F)cc1 | 3%
O=C(CSc1nnnn1-c1cccc2ccccc12)N1CCOCC1 | 7%

# New compounds follow.
# Values run as follows: MBNL1 CUG block	Rab9 promoter act	NPC1 prom act	ELG1 genotoxic	uPA surface inh	BRCA1 expr act	RORg inh	p53 reactivator	FLuc counter	Gal4-VP16 FLuc
> CCCCN1C(=O)C(C)=C(C)C1OCCc1ccc(OC)c(OC)c1 (stereo not given)
    5%	1%	-8%	-1%	-7%	-6%	31%	2%	0%	-11%
> COC(=O)c1ccccc1S(=O)(=O)N1CCC(C(=O)OCc2cccc(OC)c2OC)CC1
    ·	8%	-2%	-1%	-2%	-3%	·	-3%	4%	·
> COc1ccc(Cl)cc1-c1n[nH]c(=S)n1Cc1ccccc1
    8%	0%	-2%	-3%	4%	-10%	5µM*	-2%	1%	5µM*
> Fc1ccc(-c2n[nH]c(=S)n2-c2ccc3c(c2)OCCO3)cc1
    0%	-2%	-2%	6%	-11%	-9%	13µM*	0%	?	-25%
> CCc1ccc(NS(=O)(=O)c2ccc3[nH]cc(C(=O)N(C)Cc4ccco4)c(=O)c3c2)cc1
    13%	0%	0%	0%	0%	-2%	3%	0%	1%	0%
> COc1ccc(-c2nnc(SCC(=O)c3ccc[nH]3)o2)cc1
    15%	1.6µM*	3.2µM*	?	·	?	?	?	4.3µM*	?
> Cc1c(C)n(C)c2ccc(C(=O)NCCCN3CCCC3)cc12
    -5%	-9%	-1%	6%	16%	-7%	4%	-11%	0%	3%
> CCN(CC)CCCN(C)C(=O)Cn1nc(Cc2ccncc2)c2ccccc2c1=O
    -5%	-3%	0%	3%	2%	-15%	9%	3%	0%	11%
> COCCNC(=O)Cn1c(=O)n(Cc2ccco2)c(=O)c2ccccc21
    35%[activator]	7%	1%	1%	1%	-2%	22%	-3%	0%	3%
> O=C(CSc1nc(=O)n(CCN2CCOCC2)c2c1CCCC2)Nc1ccc([N+](=O)[O-])cc1
    ·	-4%	-2%	2%	2%	-18%	·	12%	1%	·

# Continuation.
Molecule,MBNL1 CUG block,Rab9 promoter act,NPC1 prom act,ELG1 genotoxic,uPA surface inh,BRCA1 expr act,RORg inh,p53 reactivator,FLuc counter,Gal4-VP16 FLuc
O=C(NC(=S)Nc1cccc(Cl)c1N1CCOCC1)c1cccs1,-6%,2%,0%,-9%,-2%,-43%,3.2µM*,-1%,0%,18µM*
CN1CCN(C(=O)CCN2C(=O)/C(=C/c3cccc(Br)c3)SC2=S)CC1,2%,-13%,-26%,-5%,-11%,-48%,16µM*,?,-18%,-14%
CCOc1ccc(CCNC(=O)C2CCCN(c3nn4c(=O)cc(C)nc4s3)C2)cc1 (stereo not given),1%,0%,1%,-8%,-5%,-33%,-4%,-3%,2%,-6%
COC(=O)C(C)Oc1ccc(Cc2ncc(C(F)(F)F)cc2Cl)cc1 (stereo not given),-6%,-2%[1.84 µM],-7%,0%,7%,12%,12%,3%,-1%,18%
O=C1CCC/C=C\C[C@@H](CC(=O)N(CCO)Cc2ccccc2)C(=O)N[C@H](Cc2c[nH]c3ccccc23)CO1,·,·,·,0%,1%,-6%,·,-1%,·,·
Cc1ccc(OCc2cccc(S(=O)(=O)N(C)C)c2)c([N+](=O)[O-])n1,?,-3%,2%,-3%,-1%,0%,15%,11%,3%,-7%
Cn1c(=O)c2c(ncn2CC(=O)OCC(=O)Nc2sccc2C(N)=O)n(C)c1=O,·,-31%[inhibitor],1%,0%,5%,-4%,·,0%,-23%,·
Cc1c(Cc2ccccc2)c(=O)oc2cc(O)cc(O)c12,21%,-1%,-3%,-6%,1%,-29%,2%,-4%,-16%,-24%
O=C(CN1C(=O)COc2ccccc21)NCC1CCCO1 (stereo not given),2%,4%,-1%,-1%,0%,2%,-13%,1%,1%,-1%
CC(=O)c1cccc(NC(=O)C(C)OC(=O)CNC(=O)c2ccc(C)s2)c1 (stereo not given),-8%,-6%,-2%,3%,3%,7%,5%,-6%,-19%,-5%
COc1cccc(/C=N/NC(=O)c2ccc(=O)n(C)c2)c1OC,29%,2%,2%,4%,8%,-1%,?,-15%,-3%,25%
Cc1cc(C)n(CCCNC(=O)C2CCC(=O)N(CCc3ccc(Cl)cc3)C2)n1 (stereo not given),-2%,-8%,-6%,1%,3%,-3%,-2%,-4%,-9%,-6%
Cc1cc(O)c(CN(C)C)c2c1C(=O)/C(=C/c1ccco1)O2,?,0%,-4%,-5%,11%,34%,10%,0%,0%,-2%
O=C(CSc1nnc(CN2CCCC2)n1-c1ccccc1)c1ccc2c(c1)OCO2,·,·,·,0%,-5%,-6%,·,-3%,·,·
